NadD block: inhibitors of S. aureus NadD, primary screen, biochemical, colorimetric, uHTS. Nicotinate-nucleotide adenylyltransferase NadD (Staphylococcus aureus N315). purified NadD enzyme, colorimetric absorbance read-out. inhibition, % at 20 µM. 0.78% of 360,000 active. AID 602399, 2012; in the data active = inhibition above about 26%; note: some compounds past the cut are filed as inactive
CSN deneddyl inh: inhibitors of CSN-mediated cullin deneddylation, primary screen, biochemical, fluorescence polarization, uHTS | COP9 signalosome complex subunit 5 (Homo sapiens), Q92905 | Purified CSN, SCF-Nedd8-OG deneddylation | inhibition, % at 12.5 µM | 0.38% of 360,000 active;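 active = pattern-corrected inhibition above about 35%, with an unprinted fluorescence ratio check between 0.5 and 1.5, limit read from the data, passing the limit was not always enough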;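 note: 0% = enzyme with substrate and 100% = substrate without enzyme; some results filed as inactive read as strong as hits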
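Assay system: purified human Csn5 enzyme expressed in HEK293T cells; measure: % inhibition; also added: SCFSkp2-Nedd8OG substrate at 10 nM final; technique: fluorescence polarization; times: reaction 90 min, room temperature; medium: Tris buffer pH 7.5, NaCl, DTT, Tween-20, trehalose, ovalbumin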
SUMO1 PPI mod: modulators of SUMO1 protein-protein interactions, primary screen, biochemical, uHTS. Small ubiquitin-related modifier 1 (Homo sapiens), P63165. SUMO1 binding to a labelled peptide, TR-FRET, 1 h. inhibition, % at 20 µM. 0.33% of 360,000 active. AID 602429, 2012; in the data active = inhibition above about 37%
Neddyl block: inhibitors of cullin neddylation, primary screen, biochemical, TR-FRET, uHTS, NAE and Ubc12 | AID 651699, 2012 | 0.58% of 360,000 active | NEDD8-conjugating enzyme Ubc12 (Homo sapiens) + NEDD8-activating enzyme E1 regulatory … | calls only at 25 µM; in the data active = inhibition above about 36%
Scp1 inh: Scp-1 phosphatase inhibitors, primary screen, biochemical, colorimetric, uHTS. Carboxy-terminal domain RNA polymerase II polypeptide A small phosphatase 1 (Homo …. Recombinant Scp1, phosphopeptide, malachite green phosphate absorbance. inhibition, % at 20 µM. 0.88% of 340,000 active;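 active = inhibition above about 50% at 20 µM, limit read from the data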;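 note: plate controls were DMSO wells with enzyme for no effect and wells lacking enzyme for full effect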
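Test system: SCP-1 phosphatase catalytic domain, residues 76-261 | Compound dosing: One concentration, 20 µM, with 1.0% DMSO | Schedule: 45 min room-temperature reaction, 5 min colour, 30 min stabiliser | Detection: Absorbance at 630 nm | Read-out basis: % inhibition of SCP-1 phosphate liberation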
Rin1 Abl inh: inhibitors of Rin1-Abl protein binding, primary screen, biochemical, TR-FRET; 0.4% of 360,000 active; inhibition, % at 7.35 µM; Tyrosine-protein kinase ABL1 (Homo sapiens) + Ras and Rab interactor 1 (Homo sapiens), …; in the data active = inhibition above about 5%, passing the limit was not always enough
Target sequence (P00519 whole entry, looked up): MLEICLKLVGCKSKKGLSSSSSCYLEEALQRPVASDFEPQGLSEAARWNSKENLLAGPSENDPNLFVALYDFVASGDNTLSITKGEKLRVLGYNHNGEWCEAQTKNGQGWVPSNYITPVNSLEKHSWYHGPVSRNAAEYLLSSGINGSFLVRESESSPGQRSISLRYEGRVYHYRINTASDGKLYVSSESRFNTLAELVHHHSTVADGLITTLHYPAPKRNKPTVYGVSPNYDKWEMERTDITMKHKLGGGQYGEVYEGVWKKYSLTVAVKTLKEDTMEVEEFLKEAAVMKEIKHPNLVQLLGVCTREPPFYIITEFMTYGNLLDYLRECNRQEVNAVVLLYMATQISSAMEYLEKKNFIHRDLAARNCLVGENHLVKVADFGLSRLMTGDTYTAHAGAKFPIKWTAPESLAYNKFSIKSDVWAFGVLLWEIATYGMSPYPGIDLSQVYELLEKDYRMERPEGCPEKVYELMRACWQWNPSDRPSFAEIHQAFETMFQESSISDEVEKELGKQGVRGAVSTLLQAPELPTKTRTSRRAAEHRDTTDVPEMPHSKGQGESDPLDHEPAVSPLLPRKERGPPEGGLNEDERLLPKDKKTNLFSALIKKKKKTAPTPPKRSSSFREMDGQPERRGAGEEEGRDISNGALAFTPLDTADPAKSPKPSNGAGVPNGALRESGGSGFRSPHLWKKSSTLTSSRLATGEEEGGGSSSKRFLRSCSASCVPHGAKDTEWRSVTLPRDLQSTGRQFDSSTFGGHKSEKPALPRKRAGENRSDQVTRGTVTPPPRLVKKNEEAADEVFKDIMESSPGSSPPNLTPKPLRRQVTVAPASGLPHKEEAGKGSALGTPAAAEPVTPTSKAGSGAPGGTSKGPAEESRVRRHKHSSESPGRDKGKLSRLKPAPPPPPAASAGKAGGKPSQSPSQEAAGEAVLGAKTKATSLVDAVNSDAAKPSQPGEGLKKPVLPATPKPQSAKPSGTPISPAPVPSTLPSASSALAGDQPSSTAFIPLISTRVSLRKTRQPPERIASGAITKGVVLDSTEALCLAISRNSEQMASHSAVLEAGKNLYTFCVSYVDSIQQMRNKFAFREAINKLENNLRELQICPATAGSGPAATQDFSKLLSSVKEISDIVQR
Target sequence (Q13671 whole entry, looked up): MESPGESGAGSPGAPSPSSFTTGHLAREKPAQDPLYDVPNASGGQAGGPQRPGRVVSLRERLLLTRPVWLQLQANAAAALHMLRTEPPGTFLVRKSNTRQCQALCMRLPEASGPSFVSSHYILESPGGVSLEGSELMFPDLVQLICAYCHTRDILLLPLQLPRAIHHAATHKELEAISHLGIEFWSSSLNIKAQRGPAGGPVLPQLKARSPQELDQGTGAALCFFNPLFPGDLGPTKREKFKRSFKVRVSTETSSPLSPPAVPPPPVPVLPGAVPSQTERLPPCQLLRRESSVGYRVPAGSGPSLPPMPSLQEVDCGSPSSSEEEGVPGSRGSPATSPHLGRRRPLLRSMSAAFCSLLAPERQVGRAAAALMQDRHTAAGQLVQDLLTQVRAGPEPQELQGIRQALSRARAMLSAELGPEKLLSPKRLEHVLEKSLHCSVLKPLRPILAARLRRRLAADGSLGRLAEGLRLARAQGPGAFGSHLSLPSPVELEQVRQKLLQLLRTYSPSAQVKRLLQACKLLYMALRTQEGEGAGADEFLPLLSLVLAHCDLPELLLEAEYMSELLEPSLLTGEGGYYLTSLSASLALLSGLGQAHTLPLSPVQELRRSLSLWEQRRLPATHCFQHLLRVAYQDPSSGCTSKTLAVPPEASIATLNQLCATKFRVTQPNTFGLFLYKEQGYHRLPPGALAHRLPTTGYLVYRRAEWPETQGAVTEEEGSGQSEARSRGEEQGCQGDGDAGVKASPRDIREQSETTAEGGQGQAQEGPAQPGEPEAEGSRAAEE
STEP inh: STEP phosphatase inhibitors, primary screen, biochemical, fluorescence intensity, uHTS; inhibition, % at 20 µM; Tyrosine-protein phosphatase non-receptor type 5 (Homo sapiens), P54829; 0.25% of 360,000 active; recombinant STEP, OMFP fluorogenic substrate;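 active = inhibition at 20 µM, scaled per plate between control wells, above about 37%, limit read from the data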;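 note: 0% = DMSO with enzyme and substrate and 100% = substrate only without enzyme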
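Material: STEP (striatal-enriched tyrosine phosphatase) enzyme, cell-free | Medium: 50 mM Bis-Tris pH 6.0 with 2.5 mM DTT and 0.005% Tween 20 | Read-out: Percent inhibition scaled to no-enzyme and uninhibited-enzyme controls, plate-pattern corrected | Signal: Fluorescence read at 480 nm ex / 540 nm em | Times: 20 min reaction, room temperature, in the dark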
DNMT1 inh: human DNMT1 methyltransferase inhibitors, primary screen, biochemical, molecular beacon, fluorescence, HinP1I cleavage, uHTS; 0.83% of 360,000 active; AID 588458, 2011; inhibition (reported as % activation of signal), % at 10 µM; DNA (cytosine-5)-methyltransferase 1 (Homo sapiens), P26358; in the data active = inhibition above about 50%
Rpn11 inh: Rpn11 (PSMD14) deubiquitinase inhibitors, primary screen, biochemical, fluorescence polarization, uHTS; human 26S proteasome, Ub4-pepOG fluorescence polarization; 20S core pre-blocked with epoxomicin; calls only at 20 µM; 0.59% of 360,000 active;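 active = inhibition at 20 µM, scaled to each plate's controls, above about 33%, limit read from the data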
LMPTP inh: LMPTP phosphatase inhibitors, primary screen, biochemical, fluorescence intensity, uHTS; Low molecular weight phosphotyrosine protein phosphatase (Homo sapiens), P24666; recombinant LMPTP-A, OMFP fluorogenic substrate; inhibition, % at 20 µM; 0.22% of 360,000 active; AID 651560, 2012;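 active = compounds that cut the enzyme signal by at least half of the control window in the single-dose screen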;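 note: plate controls were DMSO wells with enzyme plus substrate for no effect and substrate without enzyme for full effect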
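Test system: LMPTP-A, protein tyrosine phosphatase of low molecular weight; Input: 0.625 nM enzyme; Incubation: 50 min dark incubation at room temperature; Signal: endpoint fluorescence intensity from OMFP dephosphorylation; Read-out basis: % inhibition versus control wells.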
The depositor's hits bear a star; i = inactive; nt = not tested or not shown; + = active, no number. Hits appear at their usual frequency; any-hit rate near 3.8%.

SMILES	NadD block	CSN deneddyl inh	SUMO1 PPI mod	Neddyl block	Scp1 inh	Rin1 Abl inh	STEP inh	DNMT1 inh	Rpn11 inh	LMPTP inh
COc1ccccc1-n1c(CNC(=O)COc2ccccc2)n[nH]c1=S	-2	-1	0	i	-4	-1	-1	5	i	-0.8
CC(=NCCCNC1CCCCC1)C1=C(O)CC(C)(C)CC1=O	4	0	-1	i	-15	1	-1	1	i	-8.7
CS(=O)(=O)N(CC(=O)Nc1cccnc1)c1ccc2c(c1)OCO2	-3	-2	1	i	-3	2	16	2	i	-2.4
CCOc1cccc(OCCOCCN(C)C)c1	-9	-4	-1	i	-2	0	-2	2	i	-2.7
COc1ccc(N2CCN(C3CCCN(C(=O)CN4CCCCC4=O)C3)CC2)cc1 (stereo not drawn)	-7	1	3	i	-6	4	-4	3	i	-0.9
CCCN1CCN(C(=O)CN2C(=O)CC(C)(C)S(=O)(=O)c3ccccc32)CC1	3	-5	-4	i	-3	-2	-2	-1	i	-1.0
CCOC(=O)C1=C(c2ccccc2)Nc2ncnn2C1c1cccc(OC)c1OC (stereo not drawn)	3	2	1	i	0	0	-4	10	i	0.4
COc1cc2nc(CN(C)Cc3ccc(Cl)cc3)[nH]c(=O)c2cc1OC	-4	-6	6	i	-9	-2	0	2	i	0.1
O/N=C/c1ccccc1OCc1ccccc1Cl	-10	9	-2	i	-8	-2	-4	-4	i	1.8
Cc1ccc(NC(=O)C(C)N2CCN(C)CC2)cc1S(=O)(=O)N1CCOCC1 (stereo not drawn)	1	-1	-1	i	-7	2	1	-1	i	-3.9
Cc1cc(C)cc(C(=O)NC(CC(N)=O)c2ccc(N3CCC(Br)CC3)c([N+](=O)[O-])c2)c1 (stereo not drawn)	-4	-1	-6	i	2	2	2	0	i	0.8
CC(CO)N1CCS(=O)(=O)CC1 (stereo not drawn)	-2	2	1	i	-9	-2	-3	5	i	0.0
CC(C)N(CCNC(=O)c1ccc(OCC2CCCO2)cc1)C(C)C (stereo not drawn)	6	5	1	i	-1	4	0	0	i	-0.2
CCOC(=O)CC(=O)CSc1ncnc2c1nnn2-c1ccc(OC)cc1	7	6	-14	i	-5	-2	2	0	i	0.5
OC1(C#CCN2CCCC2)CCCCC1	-4	-1	-2	i	-5	-2	-1	-1	i	-1.0
CCc1ccc(N2CC(C(=O)NCc3ccc4c(c3)OCO4)CC2=O)cc1 (stereo not drawn)	-5	0	3	i	0	2	3	3	i	-0.6
CCCCN1CC(N2CCN(C)CC2)CS1(=O)=O (stereo not drawn)	-9	-5	0	i	nt	2	1	2	i	-0.4
Cc1c(Cl)cccc1NC(=O)C1NC(=O)CC1c1ccccc1 (stereo not drawn)	1	3	-3	i	11	-1	-2	10	i	-0.5
Cc1ccc(CN2CC(C(=O)Nc3ccc(S(=O)(=O)N4CCCCC4)cc3)CC2=O)cc1 (stereo not drawn)	1	2	1	i	0	3	-3	-5	i	-1.6
Cc1ccccc1N1CCN(C2CCCN(C(=O)CCN3CCCCO3)C2)CC1 (stereo not drawn)	2	4	1	i	-2	4	-1	2	i	-0.6
O=C(COC(=O)c1ccc(F)cc1F)Nc1cccc(S(=O)(=O)N2CCOCC2)c1	4	-6	2	i	1	2	2	1	i	-0.9
O=C(O)c1cccc(N2C(=O)c3ccc(C(=O)c4cccc([N+](=O)[O-])c4)cc3C2=O)c1	-2	-1	-22	i	9	-1	2	4	i	-0.5
COc1ccc(C2SCC(=O)N2CCCN(C)C)cc1 (stereo not drawn)	-1	-4	1	i	3	2	-4	-2	i	-2.8
CC(=O)Nc1cccc2c1C(=O)N(c1ccc(OC(C)=O)cc1)C2=O	7	-8	-22	i	-5	3	1	0	i	0.7
CCN(CC)CCNC(=O)CCn1nc(-c2ccc(Cl)cc2)ccc1=O	-3	-4	-11	i	-10	0	2	1	i	-0.6
Cc1ccc(C(C)C)c(OCC(=O)NNC(=O)Cc2ccc(S(=O)(=O)N3CCOCC3)s2)c1	2	-1	37	i	-7	-1	4	-5	i	0.5
CCC(C)NC(=O)C(CCSC)NC(=O)c1ccccc1 (stereo not drawn)	0	-5	1	i	-11	-2	-1	0	i	-2.0
CCNC(=O)N(CC)C[C@H]1N[C@@](Cc2ccccc2)(C(=O)OC)[C@H]2C(=O)N(Cc3ccccc3)C(=O)[C@@H]12	0	-1	3	i	8	1	0	3	i	-1.6
CCCn1nc(C(=O)OCC(=O)Nc2cccc(S(N)(=O)=O)c2)c2ccccc2c1=O	-1	1	0	i	-12	1	0	0	i	0.0
CCN(CC)S(=O)(=O)c1ccc(-c2nnc(SCC(=O)Nc3nc(C)cs3)o2)cc1	-2	3	0	i	-7	1	-2	1	i	-1.0
O=C(c1c[nH]c(C(=O)C(Cl)(Cl)Cl)c1)c1ccccc1F	-4	26	4	i	-10	2	-3	4	i	-2.7
O=C(Cc1n[nH]c(=O)c2ccccc12)N1CCN(c2ccc(F)cc2)CC1	0	-4	0	i	-12	-2	4	1	i	1.0
Cc1cc(C(=O)OCC(=O)c2c(N)n(C)c(=O)n(C)c2=O)c(C)o1	6	-2	-2	i	-4	4	3	1	i	-2.3
CCOC(=O)c1cn2cccnc2n1	0	-7	-1	nt	16	-2	-2	2	i	-0.5
COc1cccc(NC(=O)CCNS(=O)(=O)c2cccc3nsnc23)c1	-6	-5	-21	i	-1	1	-2	0	i	-1.0
Cc1c(C)c2c(OCC(=O)NC3CC3)cc3c(c2oc1=O)CCC(C)(C)O3	4	3	-3	nt	12	-4	2	-2	i	0.2
COc1cc2c(cc1OC)-c1cc(NC3CCCCCCC3)nc(=O)n1CC2	1	-4	19	i	-5	-4	4	1	i	0.4
CCNc1nc(N)c(C(=C(C#N)C#N)c2ccccc2)s1	-5	-1	2	nt	-5	1	-1	-1	i	1.7
Nc1ccc(S(=O)(=O)Nc2nccc(/C=C/c3cccc(Br)c3)n2)cc1	6	5	1	i	-10	-1	-3	4	i	0.6
CCc1cc2c(cc3c(=O)n(CC(=O)N4CCN(c5ccccn5)CC4)nc(CC)n32)s1	5	1	-14	i	-1	0	4	4	i	2.3
O=C(Nc1ccc(-c2nc3ccccc3s2)c(O)c1)C1=COCCO1	6	13	2	i	98*	-1	22	70*	+	53*
O=C(Nc1ccc(Cl)c(S(=O)(=O)N2CCOCC2)c1)c1ccc(Cl)nc1	-6	5	1	i	-1	2	-3	1	i	0.1
COc1cccc(N(CC(=O)NC2CCCCC2)C(=O)CCC(=O)Nc2nc(C)cs2)c1	-2	3	5	i	-1	-1	0	0	i	0.2
OC1(c2cccc(C(F)(F)F)c2)CCN(Cc2nc(-c3cnccn3)no2)CC1	-4	2	0	i	-16	0	3	-1	i	-2.0
O=C(COC(=O)c1ccc(Sc2ccccc2)c([N+](=O)[O-])c1)NC1CCCc2ccccc21 (stereo not drawn)	12	-4	-9	i	-2	1	0	6	i	3.7

Brought forward from above: five compounds, followed by the next part.
SMILES	NadD block	CSN deneddyl inh	SUMO1 PPI mod	Neddyl block	Scp1 inh	Rin1 Abl inh	STEP inh	DNMT1 inh	Rpn11 inh	LMPTP inh
O=C(Nc1ccc(-c2nc3ccccc3s2)c(O)c1)C1=COCCO1	6	13	2	i	98*	-1	22	70*	+	53*
O=C(Nc1ccc(Cl)c(S(=O)(=O)N2CCOCC2)c1)c1ccc(Cl)nc1	-6	5	1	i	-1	2	-3	1	i	0.1
COc1cccc(N(CC(=O)NC2CCCCC2)C(=O)CCC(=O)Nc2nc(C)cs2)c1	-2	3	5	i	-1	-1	0	0	i	0.2
OC1(c2cccc(C(F)(F)F)c2)CCN(Cc2nc(-c3cnccn3)no2)CC1	-4	2	0	i	-16	0	3	-1	i	-2.0
O=C(COC(=O)c1ccc(Sc2ccccc2)c([N+](=O)[O-])c1)NC1CCCc2ccccc21 (stereo not drawn)	12	-4	-9	i	-2	1	0	6	i	3.7
COc1ccc(NC(=O)C2C3C=CC(O3)C2C(=O)NCc2cccnc2)cc1 (stereo not drawn)	-2	0	-2	i	-7	-3	-2	1	i	-1.8
O=C(O)C1CCN1C1CCCCC1 (stereo not drawn)	-2	-4	-3	i	0	3	-2	1	i	-1.7
CSC[C@H]1CN(c2ccc(Br)cc2)C(=O)[C@@H]1CC(=O)Nc1ccccc1	-8	-3	1	i	nt	-2	-2	-3	i	-1.0
CCc1ccc(NC(=O)c2cc3c(C)nc4ccccc4c3o2)cc1	-3	4	10	nt	1	1	10	5	i	4.0
OC(c1ccccc1)(c1ccccc1)C1CCN(CCCOc2ccc(F)cc2)CC1	-5	-3	-14	i	nt	nt	nt	nt	nt	-0.4
CCN(CCO)c1ncnc2c1sc1nc(CC(C)C)c3c(c12)CC(C)(C)OC3	-4	1	5	i	-1	-16	2	2	i	3.1
CCOC(=O)c1c(-c2ccc(C)cc2)csc1NC(=O)c1cccc(N2C(=O)CCC2=O)c1	-9	3	7	i	-11	-1	-2	-9	i	1.0
COc1ccc(OC)c(C(=O)COC(=O)c2ccc(C)o2)c1	-9	2	-6	i	-10	-4	1	-1	i	0.1
O=S1(=O)CC(N2CCN(CC3CC3)CC2)CN1C1CCCCC1 (stereo not drawn)	-3	1	0	i	nt	-2	-3	0	i	-2.3
CCCCCNC(=O)[C@@H]1CSC2c3ccccc3C(=O)N21 (stereo partly drawn)	-4	-1	4	i	2	8	-2	13	i	3.4
COC(=O)c1nn(-c2ccc3c(c2)CCN3C(C)=O)cc1O	6	1	-2	nt	-4	-2	-11	0	i	-0.9
O=C(N/N=C/c1ccccc1[N+](=O)[O-])c1ccc(CN2CCOCC2)cc1	-1	1	-23	i	-8	-2	1	5	i	-0.4

Screens from PubChem.
